Screens from PubChem.
GLP1R cytotox – qHTS of GLP-1 Receptor Inverse Agonists: Cytotox Screen | HEK293 cAMP-luciferase reporter cells, luminescence, 24 h | 410,000 tested, 0.13% active | Potency, µM (titrated, usually from 38.3 µM), without a hit: top-dose activity change, negative = inhibition, most hits filed as inhibitors | AID 624418, 2012;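 further: loss of luciferase light is scored as toxicity; potency means the concentration at half of the fitted maximal effect; on the % scale 0 is the no-effect control and ±100 the full control effect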
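Seeding density was 200 cells/uL; after overnight-length (12 h) culture, 23 nL compounds went on for 24 h at 37 °C. Readout used a luciferase detection reagent, luminescence taken after 12 min at room temperature.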
WRN helicase inh – qHTS for Inhibitors of WRN Helicase | 360,000 tested, 0.46% active | WRN helicase unwinding, fluorescent forked duplex, kinetic | Potency, µM (titrated, usually from 114 µM), for the others: at the highest dose activity change, negative = inhibition, actives largely listed as inhibitors | Bifunctional 3'-5' exonuclease/ATP-dependent helicase WRN (Homo sapiens), Q14191; further: potency means the concentration at half of the fitted maximal effect; on the % scale 0 is the no-effect control and ±100 the full control effect; nearly all actives have a fitted effect of over 55% in size
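WRN at 20 nM final was preincubated with compound for 15 min at room temperature; reaction started with 100 nM forked duplex oligonucleotide carrying fluorophore and quencher plus 2 mM ATP (final). Unwinding followed kinetically by red fluorescence (ex 525/em 598 nm).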
PI5P4Ka inh – qHTS for Inhibitors of phosphatidylinositol 5-phosphate 4-kinase (PI5P4K). max response, %. Phosphatidylinositol 5-phosphate 4-kinase type-2 alpha (Homo sapiens), P48426. AID 652105, 2013. PI5P4Kalpha enzyme, ADP-Glo luminescence, 60 min; hits give low values. 330,000 tested, 1.2% active; active means max response of -50% or lower; inconclusive means between -30% and -50%; inactive means -30% or higher; further: value at the top dose of about 77 µM; on the % scale 0 is the no-effect control and ±100 the full control effect
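Reactions run in 0.038 M HEPES pH 7.4, 0.28 mM EGTA, 0.1% CHAPS and 5% DMSO, with PI5P4Kalpha, substrate, compound and 5 microM ATP final, one hour at room temperature. Readout is ADP-Glo luminescence.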
GLP1R ag – qHTS of GLP-1 Receptor Agonists; Glucagon-like peptide 1 receptor (Homo sapiens), P43220; HEK293 GLP-1R CRE-luciferase, luminescence, 4-6 h; cells express a hypersensitive GLP-1R form; Potency, µM (top dose mostly 45.6 µM), for inactives: at the top dose activation, usual class: activators; 380,000 tested, 0.007% active; further: potency means the concentration at half of the fitted maximal effect; % of control where 0% means no effect
Target sequence (P43220 whole entry, looked up): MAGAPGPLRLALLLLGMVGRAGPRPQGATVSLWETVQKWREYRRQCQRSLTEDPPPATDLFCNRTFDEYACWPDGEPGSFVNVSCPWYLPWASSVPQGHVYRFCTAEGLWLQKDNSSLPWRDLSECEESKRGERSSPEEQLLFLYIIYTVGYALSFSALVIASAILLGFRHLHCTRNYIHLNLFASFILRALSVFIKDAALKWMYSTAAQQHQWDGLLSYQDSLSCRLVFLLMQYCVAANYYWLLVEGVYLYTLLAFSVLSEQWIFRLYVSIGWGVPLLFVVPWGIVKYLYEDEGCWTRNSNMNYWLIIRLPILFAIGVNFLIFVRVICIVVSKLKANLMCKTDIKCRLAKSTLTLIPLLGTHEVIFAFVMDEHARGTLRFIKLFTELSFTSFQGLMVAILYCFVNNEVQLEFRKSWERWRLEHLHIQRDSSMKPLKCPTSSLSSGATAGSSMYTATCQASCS
GLP1R inv ag – qHTS of GLP-1 Receptor Inverse Agonists (Inhibition Mode) | Glucagon-like peptide 1 receptor (Homo sapiens), P43220 | HEK293 GLP-1R CRE-luciferase, luminescence, 24 h; GLP-1R form is constitutively active | Potency, µM (series often up to 38.3 µM), without a hit: top-dose activity change, negative = inhibition, actives largely listed as inhibitors | 410,000 tested, 1.6% active | AID 624417, 2012; further: potency means the concentration at half of the fitted maximal effect; on the % scale 0 is the no-effect control and ±100 the full control effect; nearly all actives have a fitted effect of over 55% in size
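Using stably transfected HEK293 (constitutively active GLP-1R, cAMP-luciferase reporter), compounds were incubated 24 hr and luciferase measured by luminescence.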
D3 ag – qHTS of D3 Dopamine Receptor Agonist: qHTS; D3R DiscoveRx beta-arrestin cells, luminescence, 90 min; max activation, %; 410,000 tested, 0.58% active; in the data active means max activation above about 30%; further: 0% is about no effect; mostly tested at two doses, the higher about 12 µM
Target sequence (P35462 whole entry, looked up): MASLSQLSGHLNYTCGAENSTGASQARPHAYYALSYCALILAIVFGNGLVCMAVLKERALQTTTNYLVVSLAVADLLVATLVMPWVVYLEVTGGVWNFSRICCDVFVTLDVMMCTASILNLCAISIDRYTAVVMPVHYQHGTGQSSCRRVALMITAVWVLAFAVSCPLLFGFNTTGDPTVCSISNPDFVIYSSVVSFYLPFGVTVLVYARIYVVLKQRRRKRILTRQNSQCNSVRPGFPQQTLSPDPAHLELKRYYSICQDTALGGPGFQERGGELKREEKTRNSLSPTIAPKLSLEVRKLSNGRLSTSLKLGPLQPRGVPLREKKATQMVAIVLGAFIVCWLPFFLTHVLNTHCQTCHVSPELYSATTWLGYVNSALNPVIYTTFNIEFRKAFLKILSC
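Cells at 1500/well, incubated overnight, then treated with pinned compounds (dopamine as control) for 90 min at 37 degrees C. DiscoveRx reagent added for 30 - 60 minutes at room temperature; luminescence read.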
PLK1 PBD inh – qHTS for Inhibitors of PLK1-PDB (polo-like kinase 1 - polo-box domain): Primary Screen; Serine/threonine-protein kinase PLK1 (Homo sapiens), P53350; Plk1 PBD binding of FITC phosphopeptide, fluorescence polarization; Potency, µM, for the others: max response, negative = inhibition, most hits filed as inhibitors; 360,000 tested, 2.8% active; AID 720504, 2013; further: potency means the concentration at half of the fitted maximal effect; series mostly up to about 57 µM; on the % scale 0 is the no-effect control and ±100 the full control effect; nearly all actives have a fitted effect of over 65% in size
IL-2 act – qHTS of IL-2 Activators | IL-2 activation reporter assay, cell-based qHTS; stimulated with anti-CD3/CD4/CD28 beads; in transgenic mouse T cells | activation, % (series mostly up to about 46 µM) | 360,000 tested, 0.065% active | AID 652025, 2013; in the data active means activation above about 50%; inconclusive means mostly about 30% to 49%; further: 0% is about no effect
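Unstimulated transgenic mouse T cells preincubated 60 min with compound, then stimulated with anti-CD3/anti-CD4-coated beads plus anti-CD28 for 18 h at 37 degrees C. IL-2 response read as EGFP and DsRed fluorescence by plate cytometry.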
D3 antag – qHTS of D3 Dopamine Receptor Antagonist: qHTS; D(3) dopamine receptor (Homo sapiens), P35462; D3R cells, DiscoveRx beta-arrestin luminescence, antagonist mode; hits give low values; max response, negative = inhibition, %; 360,000 tested, 2.5% active; AID 652054, 2013; in the data active means max response below about -50%; inconclusive means no clear call, values can overlap the other calls; further: on the % scale 0 is the no-effect control and ±100 the full control effect; mostly tested at two doses, the higher about 12 µM
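Cells expressing the human receptor were seeded at 1500 cells/well, incubated overnight at 37 degrees C in 5% CO2, then exposed to library compounds with dopamine controls for 90 minutes at 37 degrees C before luminescent detection.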
The depositor's hits bear a star; ? = inconclusive; . = no result given; [ ] = remark or other dose. Unless noted, the call rests on the fitted dose curve; in most records, active means well fitted curve in the direction sought with a large enough effect; inconclusive means small, poorly fitted or top-dose-only effect, or another doubt; inactive means no such curve, though single readings can be large; an effect the other way counts as inactive or inconclusive. This is a random part of the collection; any-hit rate near 7.8%.

SMILES | GLP1R cytotox | WRN helicase inh | PI5P4Ka inh | GLP1R ag | GLP1R inv ag | D3 ag | PLK1 PBD inh | IL-2 act | D3 antag
CC(C)CNc1ncnc2c1ncn2[C@H]1CN(Cc2ccncc2)C[C@@H](CO)O1 | 5% | 8%[57.1 µM] | -5 | 5% | 22% | 3 | 9% | -0.5 | 16
Cc1nc(Nc2nc3ccccc3o2)nc2c1CCC2 | 13% | -14% | -24 | -12% | ? | 3 | -7% | -1.1 | 17
O=C(COC(=O)c1ccc(S(=O)(=O)NCc2ccco2)cc1)Nc1ccc(Cl)cn1 | 12% | -27%[57.1 µM] | ? | 2% | 0% | -6 | ? | 0.6 | -14
Cc1cc(C)nc(SC(C)C(=O)N/N=C/c2cccs2)n1 (stereo unspecified) | -18% | -24% | . | 12% | 17% | -10 | -5% | -1.8 | 0
CC(=O)OC1COC(N2CCc3cc([N+](=O)[O-])ccc32)C(OC(C)=O)C1OC(C)=O (stereo unspecified) | ? | -1% | 1 | 0% | 11% | -1 | -7% | 2.1 | -8
C/C(=N\NC(=O)c1c(C)nc2ccccn12)c1cccc([N+](=O)[O-])c1 | -3% | -17% | 4 | 2% | 8% | 4 | 2% | -5.9 | 14
CCN(CC)c1ccc(NC(=O)CC2Oc3ccccc3NC2=O)c(C)c1 (stereo unspecified) | 6% | -4% | 0 | 4% | ? | 0 | -23% | 0.1 | 21
COc1ccc(OC)c(NC(=O)CN(C)CC(=O)Nc2ccccc2Cl)c1 | -3% | 10% | 3 | 20% | -2% | -9 | 4% | 1.2 | -11
CC1CCCCC1NCC(=O)NCc1ccc(F)cc1 (stereo unspecified) | 7%[7.66 µM] | -10% | 5 | 3% | 0%[7.66 µM] | -15 | -2% | -1.1 | ?
CC(=O)N1CCN(CC(=O)Nc2cc(S(=O)(=O)N3CCOCC3)ccc2C)CC1 | 18% | 4% | 2 | 4% | -10% | -6 | -14% | 0.5 | -8
CCCCOc1ccc(S(=O)(=O)NC(=O)C2(C)CCN2C(=O)c2cccc(F)c2)cc1 (stereo unspecified) | 3% | -1% | -3 | -1% | -5% | -1 | -7% | -0.7 | 18
CCn1c(CC(=O)Nc2ccccc2C)nnc1SCC(=O)NC1CCCC1 | -1% | 14% | -5 | 1% | 8% | 1 | -4% | -0.2 | 16
COc1ccc(OC)c(CNC(=O)C2CCCN(C(=O)N(C)C)C2)c1 (stereo unspecified) | 0% | -7% | . | 0% | 3% | 13 | -5% | -0.8 | -5
CNC(=O)C[C@H]1C(=O)N(C2CCCCC2)C[C@@H]1CSC | 4% | 2% | 1 | 4% | -3% | 3 | -5% | -1.7 | 0
Nc1cccc(-c2nc3ccc(C(=O)c4ccccc4)cc3[nH]2)c1 | 5% | -16% | -3 | 23% | ? | 1 | -8% | 0.2 | -4
COc1ccc(C2(NC(C)=O)CCN(Cc3cccnc3)CC2)cc1 | 5% | -20% | 2 | -5% | 6% | -14 | -5% | 0.3 | ?
O=C(CCNS(=O)(=O)c1ccc(Br)cc1)NCCc1ccc(Cl)cc1 | 4% | 2% | -8 | 5% | 10µM* | 9 | -3% | -3.2 | 2
CC1=CCC2(CO)COC(c3ccccc3O)C1C2 (stereo unspecified) | -1% | 5% | 6 | -5% | -29% | -8 | -15% | 1.8 | 11
Fc1ccc(-c2nnc(Cc3ccc(Cl)cc3)o2)cc1 | -7% | -2% | 1 | 15% | -26% | 5 | 3% | -3.4 | 14
O=C(CSc1nccn1-c1ccccc1)Nc1ccc2c(c1)OCO2 | 21% | -15% | -14 | 20% | 10% | -5 | 3% | 0.0 | -17

Some of the entries above, set out differently.
SMILES,GLP1R cytotox,WRN helicase inh,PI5P4Ka inh,GLP1R ag,GLP1R inv ag,D3 ag,PLK1 PBD inh,IL-2 act,D3 antag
CC(C)CNc1ncnc2c1ncn2[C@H]1CN(Cc2ccncc2)C[C@@H](CO)O1,5%,8%[57.1 µM],-5,5%,22%,3,9%,-0.5,16
Cc1nc(Nc2nc3ccccc3o2)nc2c1CCC2,13%,-14%,-24,-12%,?,3,-7%,-1.1,17
O=C(COC(=O)c1ccc(S(=O)(=O)NCc2ccco2)cc1)Nc1ccc(Cl)cn1,12%,-27%[57.1 µM],?,2%,0%,-6,?,0.6,-14
Cc1cc(C)nc(SC(C)C(=O)N/N=C/c2cccs2)n1 (stereo unspecified),-18%,-24%,.,12%,17%,-10,-5%,-1.8,0
CC(=O)OC1COC(N2CCc3cc([N+](=O)[O-])ccc32)C(OC(C)=O)C1OC(C)=O (stereo unspecified),?,-1%,1,0%,11%,-1,-7%,2.1,-8
C/C(=N\NC(=O)c1c(C)nc2ccccn12)c1cccc([N+](=O)[O-])c1,-3%,-17%,4,2%,8%,4,2%,-5.9,14
CCN(CC)c1ccc(NC(=O)CC2Oc3ccccc3NC2=O)c(C)c1 (stereo unspecified),6%,-4%,0,4%,?,0,-23%,0.1,21
COc1ccc(OC)c(NC(=O)CN(C)CC(=O)Nc2ccccc2Cl)c1,-3%,10%,3,20%,-2%,-9,4%,1.2,-11
CC1CCCCC1NCC(=O)NCc1ccc(F)cc1 (stereo unspecified),7%[7.66 µM],-10%,5,3%,0%[7.66 µM],-15,-2%,-1.1,?

Other records follow:
SMILES | GLP1R cytotox | WRN helicase inh | PI5P4Ka inh | GLP1R ag | GLP1R inv ag | D3 ag | PLK1 PBD inh | IL-2 act | D3 antag
O=C(COC(=O)c1ccc2c(=O)n3c(nc2c1)CCC3)Nc1ccccc1F | 5% | 2% | -6 | -6% | 10% | -1 | -11% | -4.8 | -9
CSc1nc(-c2ccccc2)nn1C(=O)c1ccc(C)cc1 | -17% | 9% | 25 | -11% | 1% | -2 | -22% | -2.6 | 19
CC(C)c1ccc(NC(=O)C2CCN(S(=O)(=O)c3cccc4nsnc34)CC2)cc1 | -4% | . | . | 2% | -4% | -14 | . | . | .
CN(Cc1ccccc1)C(=O)[C@@H]1CCCN1C(=O)[C@@H]1CCCN1C(=O)c1c(F)cccc1F | -3% | 3% | -4 | 0% | 11% | -1 | -10% | 0.4 | -11
N#CC1=C(N)Oc2c(ccc3cccnc23)C1c1cccnc1 (stereo unspecified) | 1% | 9% | . | 2% | -15% | -7 | -8% | -3.2 | -10
COc1ccccc1Oc1c(C)oc2c(CN(C)C)c(O)ccc2c1=O | 4% | -20% | 5 | 3% | 0% | -4 | -11% | 2.9 | -25
CCCC(C)NC(C)C(=O)NC1CCCC1 (stereo unspecified) | 3%[1.53 µM] | -24%[57.1 µM] | -3 | -1% | 11% | -6 | 2% | 1.8 | -1
Oc1ccc2ccccc2c1C=NNc1ccccn1 | ? | -10% | 24 | -7% | ? | 5 | ? | -4.2 | -22
COc1ccccc1C(=O)NNC(=O)c1ccc(Cl)cc1 | -1% | -3% | 0 | 7% | -5% | -1 | 0% | 1.6 | 9
Cc1cc(OC(C)C(=O)NCCN2CCOCC2)c2c(C)cc(=O)oc2c1 (stereo unspecified) | -19% | 10% | -3 | 4% | 8% | 2 | -6% | -0.5 | 1
CCS(=O)(=O)N1Cc2ccccc2CC1C(=O)NC(C)C12CC3CC(CC(C3)C1)C2 (stereo unspecified) | -16% | -2% | -1 | 7% | ? | 3 | -5% | 0.0 | 39
O=C(CSc1nc2nn(-c3ccccc3)c(=O)c-2c2n1CCCCC2)NCCc1ccccc1 | 6% | 7% | -13 | 9% | -3% | 3 | -6% | 0.6 | -2
N#CC1=C(N)Oc2cc(N)ccc2C1C1CC=CCC1 (stereo unspecified) | 5% | -1% | . | -2% | ? | 2 | 0% | -1.1 | -12
O=C(NC(=S)Nc1ccccc1N1CCCCC1)c1cccs1 | ? | -9% | 26 | 30% | ? | -5 | 4% | 0.5 | 4
S=C(NCCc1ccccc1)N1CCn2cccc2C1c1ccncc1 (stereo unspecified) | 6%[7.66 µM] | -16% | 4 | 0% | -8%[7.66 µM] | 0 | ? | 0.1 | 6
COc1ccc(N2C(=O)CCC(C(=O)N3CCOCC3)C2c2ccc(F)cc2)cc1 (stereo unspecified) | -5% | 4% | . | -2% | 5% | 0 | -4% | 7.3 | -22
Cc1ccc(C(=O)COC(=O)c2ccc(O)cc2)cc1 | 5% | -7% | 3 | 7% | 34%[activator] | -7 | -3% | -3.1 | 4
C1CCc2c(nc3nnnn3c2NCC2CC2)C1 | -8% | 4% | -3 | 5% | 10% | 1 | 1% | 0.7 | 14
COc1ccc(CN(C(=O)c2ccc(-c3ccccc3)[nH]2)C(C(=O)NC(C)(C)C)c2ccncc2)cc1 (stereo unspecified) | -17% | -10% | 12 | 0% | ? | 5 | -7% | -2.2 | -12
S=C(Nc1ccc(Cc2ccncc2)cc1)Nc1cccc(Cl)c1 | -6% | -7% | 0 | 3% | -28% | -11 | -11% | 1.8 | -14

No new results follow: an excerpt of the list.
SMILES | GLP1R cytotox | WRN helicase inh | PI5P4Ka inh | GLP1R ag | GLP1R inv ag | D3 ag | PLK1 PBD inh | IL-2 act | D3 antag
COc1ccc(CN(C(=O)c2ccc(-c3ccccc3)[nH]2)C(C(=O)NC(C)(C)C)c2ccncc2)cc1 (stereo unspecified) | -17% | -10% | 12 | 0% | ? | 5 | -7% | -2.2 | -12
S=C(Nc1ccc(Cc2ccncc2)cc1)Nc1cccc(Cl)c1 | -6% | -7% | 0 | 3% | -28% | -11 | -11% | 1.8 | -14
